# Source: PubChem
# Abeta yeast res – restores growth of yeast expressing A-beta42 peptide; Potency, µM (titrated, usually from 46.1 µM), for the others: at the top dose growth rescue, usual class: activators; AID 1347071; yeast expressing A-beta42, growth rescue, OD600, 48 h; response scale: 0% DMSO, 100% iron-clioquinol control; hit rate 0.063% among 410,000; note: potency is the fitted concentration of half-maximal effect; nearly all actives have a fitted effect of over 55% in size
#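 Growth rescue measured by 600 nm absorbance after 48 h yeast culture at 30 C with compound. Values normalized between DMSO and an equimolar ferric chloride plus clioquinol control.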
# TDP43 rescue – rescues yeast growth from TDP-43 toxicity. TDP-43 expressing yeast growth rescue, BacTiter-Glo, 24 h. Potency, µM (series often up to 46.1 µM), for inactives: at the highest dose growth rescue (activation), hits mostly activators. hit rate 1.8% among 410,000; note: potency is the fitted concentration of half-maximal effect; % of control where 0% means no effect; nearly all actives have a fitted effect of over 50% in size
#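 Readout is BacTiter-Glo luminescence of cell growth, so inhibitors register as activators. TDP-43-expressing yeast at OD600=0.02 in galactose medium, after raffinose pregrowth to mid-log, were incubated with compound for 24 hr at 30 deg C.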
# FUS yeast rescue – rescues growth of FUS-expressing yeast; Potency, µM (series often up to 76.6 µM), without a hit: at the top dose growth rescue (activation), usual class: activators; hit rate 0.24% among 390,000; S. cerevisiae FUS-expressing, growth rescue, OD600, 24 h;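 note: potency is the fitted concentration of half-maximal effect; plate controls were DMSO vehicle for no effect and reference control for full effect; nearly all actives have a fitted effect of over 55% in size; some results filed as inactive show a strong effect at the top dose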
#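 Restored growth of FUS-toxic S. cerevisiae, read as 600 nm absorbance after 24 h at 30C in galactose medium (starting OD 0.005). Controls CP55940 and DMSO.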
# EPAC2 agonist – activates human EPAC2 exchange factor; hit rate 0.079% among 360,000; Potency, µM (doses to about 154 µM), for inactives: top-dose activation, actives largely listed as activators; AID 720711; EPAC2 activation, biochemical qHTS; response scale: 100% = 6.5 mM cAMP response; note: potency is the fitted concentration of half-maximal effect; nearly all actives have a fitted effect of over 50% in size
# Target sequence (Q8WZA2 whole entry, looked up): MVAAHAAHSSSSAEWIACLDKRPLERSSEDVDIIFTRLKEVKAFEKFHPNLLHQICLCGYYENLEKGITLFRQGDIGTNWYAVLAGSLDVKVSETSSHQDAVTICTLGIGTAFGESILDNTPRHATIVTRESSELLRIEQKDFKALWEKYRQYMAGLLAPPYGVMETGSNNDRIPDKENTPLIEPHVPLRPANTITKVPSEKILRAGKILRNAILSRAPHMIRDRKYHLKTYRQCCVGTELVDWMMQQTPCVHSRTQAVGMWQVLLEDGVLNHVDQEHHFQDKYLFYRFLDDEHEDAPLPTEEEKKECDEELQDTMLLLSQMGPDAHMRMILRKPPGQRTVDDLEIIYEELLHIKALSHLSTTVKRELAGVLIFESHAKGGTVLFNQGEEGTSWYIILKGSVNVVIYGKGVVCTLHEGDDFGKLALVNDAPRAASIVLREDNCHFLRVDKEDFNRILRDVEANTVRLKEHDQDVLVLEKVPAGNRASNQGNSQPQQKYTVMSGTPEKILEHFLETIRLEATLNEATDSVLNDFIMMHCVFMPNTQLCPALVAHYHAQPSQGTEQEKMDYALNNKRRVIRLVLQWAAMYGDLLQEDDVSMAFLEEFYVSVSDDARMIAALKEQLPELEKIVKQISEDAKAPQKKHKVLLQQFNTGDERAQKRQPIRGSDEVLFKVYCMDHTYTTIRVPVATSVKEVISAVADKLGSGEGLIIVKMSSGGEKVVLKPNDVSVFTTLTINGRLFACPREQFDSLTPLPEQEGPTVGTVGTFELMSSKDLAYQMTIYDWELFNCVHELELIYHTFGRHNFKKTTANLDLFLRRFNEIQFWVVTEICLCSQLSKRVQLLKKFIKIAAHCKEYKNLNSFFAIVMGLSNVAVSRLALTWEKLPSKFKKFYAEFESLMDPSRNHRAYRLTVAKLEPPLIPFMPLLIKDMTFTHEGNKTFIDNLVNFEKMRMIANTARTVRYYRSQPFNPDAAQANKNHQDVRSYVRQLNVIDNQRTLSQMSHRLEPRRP
#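 Nucleotide exchange monitored as fluorescence drop when BODIPY-GDP leaves Rap1B. Reaction: 100 nM EPAC2, 250 nM RAP1B-BODIPY-GDP, 50 uM GDP, room temperature, kinetic read over 30 min. Activity expressed relative to 6.5 mM cAMP.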
# aSyn yeast inh – alpha-synuclein toxicity inhibition in yeast. hit rate 0.14% among 370,000. Yeast expressing alpha-synuclein, growth rescue, BacTiter-Glo, 24 h. Potency, µM (series often up to 46.1 µM), for the others: at the highest dose growth rescue (activation), hits mostly activators; note: potency is the fitted concentration of half-maximal effect; % of control where 0% means no effect; nearly all actives have a fitted effect of over 65% in size
#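 Rescue of yeast growth: cells expressing toxic alpha-synuclein, induced in galactose at OD600 0.02, incubated with compound 24 h at 30 C. ATP luminescence quantified growth; inhibitors of toxicity appear as activators.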
# EPAC2 antagonist – antagonists of human EPAC2. AID 720708. hit rate 0.18% among 360,000. Potency, µM (doses to about 114 µM), inactives show at the highest dose activity, negative = inhibition, hits mostly inhibitors. EPAC2 GEF exchange of Rap1B-BODIPY-GDP, fluorescence. Q8WZA2; note: potency is the fitted concentration of half-maximal effect; % is set by controls: 0 for no effect and ±100 for the full control effect; nearly all actives have a fitted effect of over 45% in size; many of its hits are not listed in these tables
# DRD3 agonist – D3 dopamine receptor (human) agonism; P35462; D3R DiscoveRx beta-arrestin cells, luminescence, 90 min; max activation, %; hit rate 0.58% among 410,000; in the data active = max activation above about 30%; note: 0% is about no effect; mostly tested at two doses, the higher about 12 µM
#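 Cells at 1500/well, incubated overnight, then treated with pinned compounds (dopamine as control) for 90 min at 37 degrees C. DiscoveRx reagent added for 30 - 60 minutes at room temperature; luminescence read.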
# DRD3 antagonist – antagonists of human D3 dopamine receptor. P35462. D3R cells, DiscoveRx beta-arrestin luminescence, antagonist mode; active compounds read low. max response, negative = inhibition, %. hit rate 2.5% among 360,000. AID 652054; in the data active = max response below about -50%; inconclusive = no clear call, values can overlap the other calls; note: % is set by controls: 0 for no effect and ±100 for the full control effect; mostly tested at two doses, the higher about 12 µM
#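 Cells plated overnight at 1500 cells/well, then exposed to library compounds with dopamine controls for 90 minutes at 37 degrees C. DiscoveRx reagent added for 30–60 minutes at room temperature; luminescence read, quantitative HTS format.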
# The depositor's hits bear a star; ? = inconclusive; nt = no result given; & = joins results of further samples; [ ] = another dose, or the depositor's remark. Unless noted, calls come from the whole dose curve; as a rule, active = well fitted curve in the direction sought with a large enough effect; inconclusive = small, poorly fitted or top-dose-only effect, or another doubt; inactive = no such curve, though single readings can be large; an effect the other way counts as inactive or inconclusive.
SMILES,Abeta yeast res,TDP43 rescue,FUS yeast rescue,EPAC2 agonist,aSyn yeast inh,EPAC2 antagonist,DRD3 agonist,DRD3 antagonist
Cc1cc(C)n(-c2nc3ccccc3nc2Nc2ccc(N(C)C)cc2)n1,-17%,3%,23%,nt,nt,nt,16,nt
CC[C@@H]1CCCCc2ccccc2[C@H](C(=O)C[C@@H](O)CC(C)=O)OC1=O,7%,-6%,-5%,-1%,-1%,8%,10,1
COc1cc2c(cc1NC(=O)Nc1cccc(C)c1)oc1ccccc12,2%,-3%,13%,6%,3%,-11%,3,7
O=C(/C=C/c1ccco1)NCc1ccc2c(c1)OCO2,3%,9%,6%,7%,-1%,13%,-2,-6
CCOc1ccc(CNC(=O)c2cnc(SC)nc2CC)cc1,-1%,28%,-10%,nt,nt,nt,7,nt
Cc1ccc(C(C(=O)NC2CCCCC2)N(CCCN2CCOCC2)C(=O)c2snc(C(N)=O)c2N)cc1 (stereo unspecified),-3%,-19%,-1%,-2%,-1%,1%,-20,-14
Cc1cc(C)nc(NS(=O)(=O)c2ccc(NC(=O)CSc3ncn[nH]3)cc2)n1,-14%,-23%,22%,5%,-5%,3%,3,-17
CCCNC(=O)C1(C)CCCN(C(=O)c2cccc(OC(F)(F)F)c2)C1 (stereo unspecified),3%,9%,27%,2%,-4%,5%,-3,0
COc1ccc(N(C(=O)c2snc(C(N)=O)c2N)C(C(=O)NC2CCCCC2)c2ccc(F)cc2)c(OC)c1 (stereo unspecified),16%,-14%,20%,-7%,-3%,13%,-5,?
Cc1ccccc1OCC(=O)N/N=C/c1ccccn1,-6%,16%,15%,9%,2%,-4%,2,2
COc1ccc(CCN(C)CC(=O)Nc2cc(C)nc3ccccc23)cc1OC,-21%,-3%,7%,10%,-9%,4%,-3,-18
Cc1cccc(C(=O)NCC(=O)N2CCN(c3ccccn3)CC2)c1,-3%,0%,nt,4%,-1%,2%,2,10
Cc1ccc(C(=O)Nc2ccccc2-c2ccccc2)cc1S(=O)(=O)Nc1ccccc1,-8%,0%,?,15%,?,-23%,4,16
CC(C)n1c(=N)c(C(=O)NCc2ccccc2)cc2c(=O)n3ccccc3nc21,-9%,-6%,-9%,nt,nt,nt,-8,nt
CCNC(=O)C1(C)CCN(Cc2csc(-c3ccccc3)n2)C1 (stereo unspecified),10%,16%,-17%,5%,-8%,-5%,-27,-113*
O=C(CN1C(=O)C2CCCCN2c2ccc(C(=O)N3CCCC3)cc21)NCc1ccccc1F (stereo unspecified),-15%,19%[9.22 µM],4%,nt,nt,nt,2,nt
CCOC(=O)NCC(C#CCN(CC)CC)N(CC)CC (stereo unspecified),11%,14%,-26%,-3%,3%,10%,0,3
COc1ccc(C(O)P(=O)(OC(C)C)OC(C)C)cc1OC (stereo unspecified),9%,11%,23%,2%,-1%,9%,5,1
Cc1cccc(S(=O)(=O)c2c(N)n(/N=C/c3ccccc3)c3nc4ccccc4nc23)c1,25%,2%,7%,-2%,5%,-23%,0,7
O=C(CSCc1nc2cccnc2n1C1CCCCC1)NCc1cccc(Br)c1,-24%,?,?,nt,nt,nt,-22,nt
OC(COCC1COc2ccccc2O1)CN1CCN(c2ccccc2F)CC1 (stereo unspecified),6%,-30%[inhibitor],-6%,6%,4%,-2%,26,?
CCc1ccccc1NC(=O)CN1CCN(C(=O)c2ccc(OCc3cn4ccccc4n3)cc2)CC1,-19%,-5%,16%,11%,-1%,2%,5,-1
CCOC(=O)Cn1c(=O)oc2cc(S(=O)(=O)NC3CCCCC3)ccc21,7%,16%,-10%,20%,-2%,1%,-4,-28
COc1ccc(S(=O)(=O)Nc2cccc3c2O[C@H](CN(C)C(=O)Nc2ccccc2)[C@@H](C)CN([C@H](C)CO)C3=O)cc1,-11%,3%,34%,1%,-5%,-3%,-11,1
CC(=O)N(CCc1ccccc1C)Cc1cc2cc(C)ccc2[nH]c1=O,11%,0%,-1%,-6%,-1%,-2%,7,19
Cc1cc(C)n(C(=O)CCCCCCCCC(=O)n2nc(C)cc2C)n1,-4%,24%,19%,12%,1%,-13%,0,-22
Cc1ccc(CC(=O)Nc2ccc(S(=O)(=O)Nc3nccc(C)n3)cc2)cc1,-3%,-3%,-23%,-13%,-4%,-18%,-3,16
COc1ccc(NC(=O)C(=O)NCC(c2ccco2)N2CCc3ccccc3C2)cc1 (stereo unspecified),21%,17%,13%,6%,-1%,-11%,-8,6
O=C(CNS(=O)(=O)c1ccc(F)cc1)N1CCCC1,-16%,-9%,-15%,16%,3%,-2%,-5,2
N/C(=N\OC(=O)C1CC1)c1ccc([N+](=O)[O-])s1,15%,7%,-7%,-6%,10%,1%,-1,-5
Cc1ccsc1CN(C(=O)COc1ccc(Cl)cc1)C1CCS(=O)(=O)C1 (stereo unspecified),-5%,14%,31%,nt,nt,nt,1,nt
CCOc1cc(C(=O)NCCCn2ccnc2)cc(OCC)c1OCC,0%,19%,nt,2%,7%,-2%,-1,-5
CCc1nc2ccc(C(=O)NCC3CCCCC3)cn2c1N(CCC(C)C)CCN(C)C,4%,12%,2%,4%,-1%,7%,-14,5
OC(CC#CCN1CCCC1)(c1ccccc1)c1ccccc1,12%,-7%,0%,11%,0%,-33%,-23,-4
Cn1c(=S)sc2ccc3ccccc3c21,8%,2%,nt,0%,1%,10%,4,5
CCCNC(=O)Cn1nc(-c2ccc(C)c(C)c2)c2cnc3ccc(OC)cc3c21,-18%,6%,-13%,nt,nt,nt,-2,nt
Cc1ccc(CC2C(=O)N(c3ncccn3)C(=O)C2C)cc1 (stereo unspecified),3%,0%,2%,2%,-1%,-8%,-2,24
CC(C)(C)NC[C@H](O)COc1cccc2c1CCCC2=O,-21%,-4%,-26%,4%,1%,0%,-14&-12,?
Cc1ccc(NC(=O)CCNS(=O)(=O)c2ccc3[nH]c(=O)oc3c2)cc1C,2%,-2%,-12%,5%,0%,-16%,1,10
Cc1nn(C)c(C)c1S(=O)(=O)NCc1cccs1,28%,-10%,19%,6%,-3%,15%,7,17
CC(C)[C@H](NC(=O)Nc1cccc(C(F)(F)F)c1)C(=O)O,22%,-10%,1%,-15%,0%,0%[57.1 µM],1,-14
COc1cccc(CNc2ncc(C(=O)Nc3cc(OC)c(OC)c(OC)c3)c(C)n2)c1,9%,-3%,16%,2%,-9%,-7%,3,8
CCOC(=O)C1CCCN(C(=O)c2cc(-c3ccc(C)cc3)nc3ccccc23)C1 (stereo unspecified),-10%,?,33%,4%,-27%,-3%,2,16
Cc1ccccc1NC(=O)COC(=O)CCc1nc2ccccc2c(=O)[nH]1,10%,12%,13%,2%,0%,1%,-4,-1
NC1=NC(c2cccc(Cl)c2)N(CCc2ccc(F)cc2)C(N)=N1 (stereo unspecified),1%,-6%,16%,13%,-8%,3%,-2,-3

# Structures above containing an NH in an aromatic ring, in the order listed:
SMILES,Abeta yeast res,TDP43 rescue,FUS yeast rescue,EPAC2 agonist,aSyn yeast inh,EPAC2 antagonist,DRD3 agonist,DRD3 antagonist
Cc1cc(C)nc(NS(=O)(=O)c2ccc(NC(=O)CSc3ncn[nH]3)cc2)n1,-14%,-23%,22%,5%,-5%,3%,3,-17
CC(=O)N(CCc1ccccc1C)Cc1cc2cc(C)ccc2[nH]c1=O,11%,0%,-1%,-6%,-1%,-2%,7,19
Cc1ccc(NC(=O)CCNS(=O)(=O)c2ccc3[nH]c(=O)oc3c2)cc1C,2%,-2%,-12%,5%,0%,-16%,1,10
Cc1ccccc1NC(=O)COC(=O)CCc1nc2ccccc2c(=O)[nH]1,10%,12%,13%,2%,0%,1%,-4,-1

# Following part
SMILES,Abeta yeast res,TDP43 rescue,FUS yeast rescue,EPAC2 agonist,aSyn yeast inh,EPAC2 antagonist,DRD3 agonist,DRD3 antagonist
OCC1(Cc2cccc(Cl)c2)CCCN(Cc2cn[nH]c2C2CCCCC2)C1 (stereo unspecified),-6%,-9%,11%,14%,-17%,14%,-5,?
O=C(Oc1ccccc1C(=S)N1CCOCC1)c1cccc([N+](=O)[O-])c1,11%,14%,17%,11%,12%,-6%,-8,-8
O=c1c2ccccc2ncn1-c1ccc(Cl)cc1Cl,10%,15%,1%,15%,9%,?,1,1
O=C1OC(Sc2ccccc2)(c2ccccc2)c2ccccc21 (stereo unspecified),13%,11µM*,3%,11%,14%,0%,-3,-24
CC(=O)c1ccc(OCC(=O)OC(C)C(=O)NC2CCCCC2C)cc1 (stereo unspecified),-4%,23%,-21%,3%,1%,3%,1,8
CCN(c1ccccc1)S(=O)(=O)c1ccc(OC)c(NC(=O)c2ccc(=O)[nH]c2)c1,6%,-15%,18%,5%,-8%,-9%,-1,20
CC1(C)C(=O)Nc2ccccc2N1C(=O)COC(=O)COc1cccc(C(F)(F)F)c1,16%,14%,13%,-2%,1%,-19%,-1,0
O=C(O)CCCC(=O)N1CCOCCOCCOCCOCC1,-6%,0%,-24%,16%,-2%,20%,3,-8
Cc1cc(C)n(-c2n[nH]c(=O)c3ccccc23)n1,12%,10%,-6%,7%,-1%,10%,4,12
CCOC(=O)c1cccc(NC(=O)CNC(=O)C2CCCCC2)c1,-9%,-30%[inhibitor],15%,5%,-7%,-13%,5,-26
CCOC(=O)C1(CCc2ccccc2)CCN(C(=O)c2occc2C)CC1,-2%,9%,17%,4%,5%,-27%,6,11
CC(C)c1ccc(C(C)NC(=S)NC2CCCCC2)cc1 (stereo unspecified),?,26%,15%,-3%,-4%,1%,-8,1
Cc1sc2ncnc(OCC(=O)N3CC(=O)Nc4ccccc43)c2c1C,5%,16%[9.22 µM],24%,-5%,1%,-7%,7,3
COc1ccc(N(CC(=O)NCc2cccnc2)S(=O)(=O)c2c(C)nn(C)c2C)cc1,-5%,20%,-12%,-3%,-2%,-4%,3,25
C#CCOCCOCCOCCNc1nc(N2CCN(C(=O)[C@H](CCCCN)n3cc([C@@H](N)CC(C)C)nn3)CC2)nc(N2CCN(C(=O)[C@H](Cc3ccc(O)cc3)n3cc([C@@H](N)CC(C)C)nn3)CC2)n1,-19%,10%,-6%,10%,?,8%,-31,0
O=S(=O)(c1ccccc1Cl)N1CCCC1c1nc(-c2ccc(Cl)cc2)no1 (stereo unspecified),1%,13%,6%,9%,7%,-5%,3,-8
O=C(CN1CCCCCC1)Nc1ccc(F)c(F)c1F,3%,12%,1%,5%,nt,0%,-1,-15

# Only part of the results is shown; rates above refer to the full screens.
